# Screening results as filed in PubChem BioAssay.
# SKN-1 inh – inhibitors of C. elegans SKN-1. C. elegans VP596 Pgst-4::GFP/RFP ratio, acrylamide-induced, 24 h. inhibition, % at 21.8 µM. hit rate 0.49% among 360,000. AID 624304;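 active means interference check ratio from 0.5 to 1.5 plus GFP to RFP signal ratio inhibition reaching or exceeding a fixed threshold, cut at about 30% in these data, passing the limit was not always enough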; further: some compounds called inactive have numbers as strong as hits
# CSN deneddyl inh – blocks human CSN-mediated cullin deneddylation; Purified CSN, SCF-Nedd8-OG deneddylation, fluorescence polarization; inhibition, % at 12.5 µM; hit rate 0.38% among 360,000;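 active means pattern-corrected inhibition above about 35%, with an unprinted fluorescence ratio check between 0.5 and 1.5, limit read from the data, passing the limit was not always enough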;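 further: 0% = enzyme with substrate and 100% = substrate without enzyme; some results filed as inactive read as strong as hits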
#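 Assay system: Purified human Csn5 enzyme expressed in HEK293T cells | Amount: Enzyme 0.24 nM | Measured by: Fluorescence polarization readout | Medium: Tris/NaCl/DTT buffer, pH 7.5 | Compound dosing: One concentration, 12.5 µM, 0.25% DMSO | Times: 90 min incubation of compound, enzyme and substrate at room temperature | Control set: no-enzyme wells high, enzyme-with-substrate wells low | Read-out: % inhibition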
# MT1-MMP act inh – MT1-MMP (human) activation inhibition. P50281. HT1080 RFP-PRO-GFP cells, GFP/RFP ratio fluorescence, overnight; percent of plate control window, DMSO zero. GFP/RFP ratio change, % at 20 µM. hit rate 0.061% among 360,000;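 active means GFP/RFP ratio change of at least 30% with cell ATP level not reduced by more than half and red fluorescence within 50% of control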; further: strong numbers were not always called active
#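 Material: RFP-PRO-GFP reporter HT1080 cells. Dosing: single-point 20 µM compound, 1% DMSO. Controls: DMSO and RFP-L50D-GFP cell wells. Timing: cells overnight before dosing, compound overnight, 37 °C, 5% CO2. Measure: GFP/RFP fluorescence ratio.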
# Neddyl block – inhibitors of human cullin neddylation; TR-FRET cullin neddylation, biochemical; calls only at 25 µM; hit rate 0.58% among 360,000; AID 651699; in the data active means inhibition above about 36%
# Target sequence (P61081 whole entry, looked up): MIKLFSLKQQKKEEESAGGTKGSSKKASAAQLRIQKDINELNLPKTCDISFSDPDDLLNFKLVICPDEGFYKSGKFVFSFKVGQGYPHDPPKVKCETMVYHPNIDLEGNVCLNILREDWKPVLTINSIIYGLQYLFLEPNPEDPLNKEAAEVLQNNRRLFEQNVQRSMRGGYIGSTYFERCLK
# Target sequence (Q13564 whole entry, looked up): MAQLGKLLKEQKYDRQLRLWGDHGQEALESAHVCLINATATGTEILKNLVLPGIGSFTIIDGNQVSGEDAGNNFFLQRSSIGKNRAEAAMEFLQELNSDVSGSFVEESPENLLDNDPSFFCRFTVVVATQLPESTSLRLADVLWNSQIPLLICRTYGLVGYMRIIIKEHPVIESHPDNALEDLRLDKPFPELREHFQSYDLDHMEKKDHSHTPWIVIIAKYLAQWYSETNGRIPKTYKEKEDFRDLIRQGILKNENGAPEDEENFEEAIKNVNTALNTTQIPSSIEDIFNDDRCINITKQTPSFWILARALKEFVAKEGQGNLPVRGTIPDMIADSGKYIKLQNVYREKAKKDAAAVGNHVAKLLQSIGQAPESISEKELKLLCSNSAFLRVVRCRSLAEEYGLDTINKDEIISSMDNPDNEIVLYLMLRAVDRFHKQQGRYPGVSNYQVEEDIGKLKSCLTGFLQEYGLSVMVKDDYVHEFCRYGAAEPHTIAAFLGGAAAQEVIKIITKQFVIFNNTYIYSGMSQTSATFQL
# Rin1-Abl PPI inh – inhibitors of human Rin1-Abl protein interaction; P00519+Q13671; TR-FRET Rin1/Abl binding, biochemical; inhibition, % at 7.35 µM; hit rate 0.4% among 360,000; in the data active means inhibition above about 5%, passing the limit was not always enough
# FAS-TE inh – inhibitors of human fatty acid synthase thioesterase domain; P49327; AID 602261; hit rate 0.67% among 360,000; inhibition, % at 15 µM; recombinant FAS-TE, OMFH fluorogenic substrate, fluorescence endpoint;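 active means compounds whose normalised, plate-corrected inhibition of enzyme fluorescence in the single-dose primary screen is 50% or more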;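 further: 0% = DMSO with enzyme and 100% = substrate without enzyme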
# MLLE-PAM2 inh – blocks PAM2 peptide binding to the PABP1 MLLE domain; AID 588489; P11940; inhibition, % at 20 µM; hit rate 0.36% among 360,000; GST-MLLE / FITC-PAM2 fluorescence polarization; in the data active means inhibition above about 35%, passing the limit was not always enough;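 further: plate controls were DMSO wells with GST-MLLE for no effect and wells lacking GST-MLLE protein for full effect; some results filed as inactive read as strong as hits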
# Rpn11 inh – inhibitors of human proteasome Rpn11; human 26S proteasome, Ub4-pepOG fluorescence polarization; 20S core pre-blocked with epoxomicin; calls only at 20 µM; hit rate 0.59% among 360,000; AID 588493;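 active means inhibition at 20 µM, scaled to each plate's controls, above about 33%, limit read from the data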
# Target sequence (O00487 whole entry, looked up): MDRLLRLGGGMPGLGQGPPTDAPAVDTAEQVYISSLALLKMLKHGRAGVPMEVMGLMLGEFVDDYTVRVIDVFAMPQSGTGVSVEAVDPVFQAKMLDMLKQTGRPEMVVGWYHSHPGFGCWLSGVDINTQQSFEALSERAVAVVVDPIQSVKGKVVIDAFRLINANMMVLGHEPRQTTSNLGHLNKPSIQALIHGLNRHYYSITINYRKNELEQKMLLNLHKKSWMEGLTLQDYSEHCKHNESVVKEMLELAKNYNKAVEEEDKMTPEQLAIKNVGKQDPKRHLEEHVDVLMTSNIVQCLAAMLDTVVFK
# NadD block – blocks S. aureus nicotinate mononucleotide adenylyltransferase; hit rate 0.78% among 360,000; inhibition, % at 20 µM; purified NadD enzyme, colorimetric absorbance read-out; in the data active means inhibition above about 26%; further: some compounds past the cut are filed as inactive
# * marks the source's active call; other numbers are inactive results; i = inactive; · = not tested or not shown.
structure	SKN-1 inh	CSN deneddyl inh	MT1-MMP act inh	Neddyl block	Rin1-Abl PPI inh	FAS-TE inh	MLLE-PAM2 inh	Rpn11 inh	NadD block
CC(NC(=O)COc1ccccc1Cl)c1ccccc1 (stereo unspecified)	-5.1	-0.5	1.9	i	-1.7	-1.0	0.4	i	-0.4
CCCN(C(=O)CCCSc1nc2ccccc2[nH]1)c1c(N)n(Cc2ccccc2)c(=O)[nH]c1=O	1.4	1.2	-0.1	i	7.5	-0.2	7.2	i	-1.4
COc1ccc(C(CC(=O)NC(C)c2ccc(-c3ccccc3)cc2)NC(C)=O)cc1 (stereo unspecified)	10.8	3.6	0.5	i	0.3	-1.9	7.2	i	-6.9
O=C(CCc1nnc(CCCCc2ccccc2)o1)NCCCc1cccnc1	0.4	2.7	0.4	i	2.5	-1.3	-5.6	i	-0.6
Cc1nc(=S)c2c([nH]1)-c1ccccc1CC21CCCCC1	1.1	-0.5	-34.0	i	-3.0	4.5	24.8	i	5.6
CCO[C@H]1OC(C(=O)Nc2ccccc2)=C[C@@H](C)[C@@H]1CCCO	5.1	4.5	2.8	i	2.1	-10.8	-10.3	i	-2.3
Cc1ccc(S(=O)(=O)Nc2ccc3c(c2)c2c(n3S(=O)(=O)c3ccc(C)cc3)CCCC2=O)cc1	7.3	4.2	-22.5	i	-0.3	50.9*	-1.4	i	27.3
Cc1ccc(S(=O)(=O)N2CCOCC2)cc1NC(=O)CN1CCN(c2ccc(O)cc2)CC1	6.7	-3.0	-0.1	i	1.4	-8.7	7.3	i	-0.2
CN(C)c1ccc(NC(=O)CSc2nc(C3CC3)nc3ccccc23)cc1	-9.8	-2.4	-4.9	i	-1.5	-1.3	-0.3	i	-4.7
O=C(NNC(=O)C1CCN(S(=O)(=O)c2ccccc2)CC1)c1ccccc1O	0.4	-1.1	-0.5	i	3.9	2.8	-12.9	i	-5.9
COC(=O)c1sc(NC(=O)CSc2nncs2)c(C(=O)OC)c1C	-4.1	-0.6	1.6	i	1.1	0.6	-9.1	i	-6.1
COCc1ccc(-c2ccc3c(c2)c(C#Cc2ccsc2)c(-c2cc(OC)cc(OC)c2)n3C)cc1	0.9	-5.6	-0.3	·	-1.1	37.4	-6.5	i	2.4
Cc1sc2nc(C(C)(C)C)oc(=O)c2c1C	-8.5	-2.5	1.5	i	3.1	45.0	21.8	i	-7.1
Cc1ccc(NS(=O)(=O)c2cccc(C(=O)NCC3(N(C)C)CCCCC3)c2)cc1	3.0	-3.5	-1.0	i	2.0	-1.1	-15.8	i	4.5
CC(C)Oc1ccc(C(=O)NCC(=O)O)cc1	-8.0	1.9	2.3	i	0.5	-3.2	16.9	i	-3.7
Cc1ccc(C(c2nnnn2CS(=O)(=O)c2ccc(C)cc2)N2CCC(C(N)=O)CC2)cc1 (stereo unspecified)	6.5	0.2	1.2	i	-1.2	-4.5	12.0	i	-2.2
COCc1cc(C)nc(SCc2ccc(Br)cc2)c1C#N	11.6	1.9	1.7	i	-1.5	36.9	-1.7	i	1.1
OC(COc1ccc(Cl)cc1)CN1CCN(c2ccccc2)CC1 (stereo unspecified)	-4.7	-0.9	-1.1	i	3.3	-1.7	-4.8	i	-9.3
Cc1occc1C(=O)N/N=C/c1ccccc1[N+](=O)[O-]	6.3	-6.1	1.3	i	-1.9	0.2	1.4	i	2.8
CCc1ccccc1NC(=O)C1=CC(c2ccc(OC)c(OC)c2)=NS(=O)(=O)N1C	-1.2	-5.9	-0.6	i	-1.2	10.9	1.1	i	-6.4
Cc1sc2ncnc(Sc3ccccc3C(=O)Nc3ccc(C#N)cc3)c2c1C	2.3	-1.3	-2.0	i	-4.7	14.9	-1.1	i	4.5
CCc1cc2cc3c(cc2nc1SCC(=O)Nc1cc(C)on1)OCO3	11.2	6.6	-5.1	i	-1.6	-1.2	0.1	i	-3.4
Cc1ccc(CN2CC(C(=O)NCCCn3nc(C)cc3C)CC2=O)cc1 (stereo unspecified)	1.6	0.9	2.7	i	-2.3	-5.8	0.4	i	-1.1
O=C(Nc1cccc(Cl)c1N1CCOCC1)c1cc([N+](=O)[O-])ccc1N1CCOCC1	7.5	1.1	1.2	i	-6.7	20.4	-19.3	i	-6.0
O=C(O)c1ccc(/C=N/NC(=O)c2ccc(Br)cc2)cc1	3.8	-15.7	0.0	i	-1.0	-8.5	0.6	i	1.5
CCCCN(CC)CCNC(=O)CN(C)S(=O)(=O)c1ccc2c(c1)c(=O)n(C)c(=O)n2C	-29.4	-5.6	4.4	i	-0.5	-3.5	-2.0	i	-6.6
COc1ccc(-c2nc(-c3ccncc3)no2)c(OC)c1	27.8	2.7	4.0	i	0.6	-0.8	-1.4	i	5.7
COc1ccc(NC(=O)ON=C2c3ccccc3-c3ccccc32)cc1	4.8	-1.8	-4.6	i	-2.3	-18.8	14.2	i	-8.5
COc1ccc(N(C(C)C(=O)N/N=C/c2cccnc2)S(C)(=O)=O)cc1 (stereo unspecified)	2.6	-0.7	2.0	i	1.6	-1.8	-6.4	i	-2.4
CN(C)c1ccc(/C=N\NC(=O)c2csnn2)cc1	8.9	1.6	-7.3	i	-4.3	-3.0	-49.2	i	6.5
COC(=O)c1ccccc1NC(=O)COC(=O)/C=C/c1cccs1	0.1	1.4	-0.7	i	-0.2	10.7	-7.5	i	-0.9
Oc1ccccc1C1=Nc2ccccc2N=C(c2cccs2)C1	17.3	-1.2	-9.3	i	-1.8	35.4	1.2	i	0.1
COc1cc(CN2C(=O)C(NC(=O)c3ccco3)(C(F)(F)F)C3=C2CC(C)(C)CC3=O)cc(OC)c1 (stereo unspecified)	8.1	1.2	5.4	i	-6.0	3.2	-1.3	i	-1.5
O=C(NC(N1CCOCC1)C(Cl)(Cl)Cl)c1ccccc1Cl (stereo unspecified)	4.5	-4.4	-2.5	i	3.0	-0.6	-8.0	i	-2.9
C/C(=N\NC(=O)Cc1cccn1C)c1ccc([N+](=O)[O-])cc1	15.6	4.1	-1.1	i	0.0	3.9	-3.1	i	2.4
Nc1nc(NCc2ccco2)nc(Nc2cccc(F)c2)c1[N+](=O)[O-]	7.8	-6.2	-1.5	i	4.2	0.5	3.2	i	5.9
CCN(CC(=O)Nc1c(F)cccc1F)C(=O)c1ccc(NC(=O)CC2SC(N3CCCC3)=NC2=O)cc1 (stereo unspecified)	10.2	1.6	2.4	i	-2.2	-4.4	-6.4	i	3.0
COc1ccc(C(C)NC(=O)c2ccoc2C)cc1OC (stereo unspecified)	6.6	7.3	5.6	i	1.2	-5.8	-2.3	i	-3.8
O=C(Nc1ccn(CCCN2CCN(Cc3cccc4ccccc34)CC2)c(=O)n1)OCc1ccccc1	-5.5	-2.6	2.5	i	4.1	0.9	-11.5	i	1.4
O=C(Nc1nc2c(s1)CCCC2=O)c1cnccn1	2.6	-3.2	2.9	i	1.0	-7.4	-3.9	i	-6.4
CCN1CCN(c2c(C=O)c(Cl)nc3ccc(OC)cc23)CC1	-5.3	-0.2	-9.4	i	-5.6	-4.5	7.0	i	-2.4
COC(=O)c1ccc(NC(=O)CCN2C(=O)NC(C)(C)C2=O)cc1	-19.5	-1.9	1.3	i	-0.4	-7.5	3.3	i	0.4
Cn1nc(CC(=O)Nc2ccc3c(c2)CCC3)c2ccccc2c1=O	-22.4	2.9	9.9	i	2.2	-2.2	-1.4	i	-1.7
COc1cc(/C=N/NC(=O)Cn2cnc3ccccc3c2=O)ccc1O	3.3	0.3	3.0	i	-5.6	-4.4	-3.1	i	-2.6
O=c1c2ccccc2nc2n1C(CSc1ccc(F)cc1)CN2 (stereo unspecified)	-5.5	0.0	2.1	i	2.1	-3.3	-3.8	i	-3.8
CNC(=S)N1CCN(c2nc(-c3ccc(F)cc3)cs2)CC1	-1.2	5.6	7.5	i	-3.2	25.8	-151.0	i	-5.5
CC(=O)N1CCN(C(=O)c2ccc(Cl)c(S(=O)(=O)N3CCCC3)c2)CC1	12.9	1.0	-2.1	i	4.6	-5.2	5.7	i	3.7
CCC(C)c1ccc(NC(=O)CN(C)CC(=O)Nc2cccc(OC)c2)cc1 (stereo unspecified)	2.1	-3.8	-1.5	i	-1.2	-3.4	5.4	i	-0.4
Cc1ccnc(SCCn2c(N3CCOCC3)nc3c2c(=O)[nH]c(=O)n3C)n1	-13.2	2.6	-2.6	i	-0.8	-4.9	2.8	i	-0.4
CN(c1ccccc1)S(=O)(=O)c1cccc(NC(=O)c2ccc(Cl)c([N+](=O)[O-])c2)c1	-4.4	0.1	6.0	i	-0.5	44.2	5.5	i	7.6
O=C1/C(=C/c2ccccc2)SC(=S)N1N1C(=O)C2CC2C1=O (stereo unspecified)	12.4	6.7	4.2	i	1.3	-9.1	13.2	i	-3.5
CN(C(=O)c1cccc(Br)c1)C1CCS(=O)(=O)C1 (stereo unspecified)	4.1	-6.8	2.3	i	0.1	-4.1	10.6	i	-0.1
O=C(O)Cc1sc(=O)[nH]c1O	18.1	-1.3	-1.9	i	0.4	-5.7	4.3	i	0.7
COc1cc(-c2nnc(SCC(=O)N(Cc3ccccc3)C(C)(C)C)o2)cc(OC)c1OC	-10.7	-0.3	-1.0	i	-0.2	11.4	6.9	i	-3.5
Cc1cc(NC(=O)CCN2CCN(CCO)CC2)ccc1Br	13.2	-5.1	-1.5	i	-0.2	-2.6	-11.5	i	1.2
CCCN1CCC(=O)N([C@H](CSc2ccc(Br)cc2)c2ccccc2)CC1	0.8	0.0	1.9	i	0.3	24.3	16.0	i	-7.3
CC1CCCCN1C(=O)COC(=O)CNC(=O)c1sc2ccccc2c1Cl (stereo unspecified)	1.8	-6.4	3.7	i	-19.9	-2.8	9.9	i	-5.4
CCN(CC)C1CCN(C(=O)c2cc(COc3cccc4cccnc34)on2)C1 (stereo unspecified)	6.1	-2.5	5.4	i	-3.9	-4.0	-0.8	i	0.7
COC(=O)C1=C(C)NC(=O)NC1/C=C/c1ccccc1 (stereo unspecified)	7.4	-7.9	2.2	i	1.8	-6.3	0.1	i	-1.4
Cc1cc(C)c2nc(N3CCN(C(=O)c4cccs4)CC3)sc2c1	-0.6	-0.3	-1.0	i	3.1	15.2	3.2	i	-3.3
COc1ccc(NC(=O)N(C)C[C@H]2Oc3ccc(NC(=O)Cc4ccccc4)cc3CC(=O)N([C@H](C)CO)C[C@H]2C)cc1	0.2	1.7	2.5	i	1.8	-4.6	5.8	i	-2.9

# Compound profiles, as listed above.
# Shown for COc1ccc(C(C)NC(=O)c2ccoc2C)cc1OC (stereo unspecified) : SKN-1 inh: 6.6; CSN deneddyl inh: 7.3; MT1-MMP act inh: 5.6; Neddyl block: i; Rin1-Abl PPI inh: 1.2; FAS-TE inh: -5.8; MLLE-PAM2 inh: -2.3; Rpn11 inh: i; NadD block: -3.8
# Shown for Cc1nc(=S)c2c([nH]1)-c1ccccc1CC21CCCCC1 : SKN-1 inh: 1.1; CSN deneddyl inh: -0.5; MT1-MMP act inh: -34.0; Neddyl block: i; Rin1-Abl PPI inh: -3.0; FAS-TE inh: 4.5; MLLE-PAM2 inh: 24.8; Rpn11 inh: i; NadD block: 5.6

# Not a hit list; overall some 3.9% were active at least once.
